Screening results as filed in PubChem.
rCAG binder: binders of r(CAG) RNA repeats, primary screen, biochemical, fluorescence; inhibition, % at 3 µM; r(CAG) RNA repeat, TO-PRO-1 dye displacement fluorescence; 1.3% of 370,000 active;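 active = inhibition above the plate cutoff, the mean of all test compounds on that plate plus 3 SD, cut at about 35% in these data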;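 also: 0% = DMSO alone and 100% = 100 µM mitoxantrone as full dye displacement; higher means more dye released from RNA so lower well fluorescence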
HTRA1 inh: HTRA1 serine protease inhibitors, primary screen, biochemical, fluorescence polarization, HTS; Q92743; recombinant HTRA1, FP-rhodamine activity-based probe; inhibition, % at 5.96 µM; 0.5% of 340,000 active; in the data active = inhibition above about 36%;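 also: 0% = enzyme with DMSO and 100% = wells lacking enzyme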
PRMT1 FP inh: PRMT1 methyltransferase inhibitors, primary screen, biochemical, fluorescence polarization; Protein arginine N-methyltransferase 1 (Homo sapiens), Q99873; recombinant PRMT1, activity-based probe fluorescence polarization; inhibition, % at 2.79 µM; 1.3% of 370,000 active; AID 652257, 2013;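 active = inhibition above about 21% made by adding two undisclosed values, limit read from the data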
MBD2 DNA inh: inhibitors of MBD2 binding to methylated DNA, primary screen, biochemical, TR-FRET, DNA-binding domain, human; Methyl-CpG-binding domain protein 2 (Homo sapiens), Q9UBB5; MBD2 binding to methylated oligonucleotide; 0.31% of 370,000 active; inhibition, % at 4.4 µM; in the data active = inhibition above about 13%
Target sequence (Q9UBB5 whole entry, looked up, the tested form may be a part): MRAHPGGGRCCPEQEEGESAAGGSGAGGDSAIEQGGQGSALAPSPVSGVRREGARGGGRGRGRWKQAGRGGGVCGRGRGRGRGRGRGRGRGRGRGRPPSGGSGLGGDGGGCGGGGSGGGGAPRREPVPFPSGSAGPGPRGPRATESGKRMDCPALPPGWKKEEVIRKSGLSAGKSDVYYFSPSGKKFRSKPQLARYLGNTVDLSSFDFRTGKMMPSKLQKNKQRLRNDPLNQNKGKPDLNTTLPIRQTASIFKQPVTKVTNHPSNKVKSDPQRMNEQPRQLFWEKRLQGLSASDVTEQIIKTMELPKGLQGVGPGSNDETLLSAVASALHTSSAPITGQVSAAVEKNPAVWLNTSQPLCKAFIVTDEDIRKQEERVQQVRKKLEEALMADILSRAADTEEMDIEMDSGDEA
LEDGF integ inh: blockers of LEDGF/p75-dependent integrase strand transfer – biochemical, TR-FRET, high throughput, primary screen; 0.64% of 370,000 active; HIV-1 integrase (with human LEDGF/p75); inhibition, % at 3.7 µM; AID 743269, 2014; TR-FRET IN-LEDGF/p75 DNA integration, Eu/Cy5;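 active = inhibition above the screen-wide mean plus 3 SD, cut at about 13% in these data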;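 also: signal is the Cy5 over europium emission ratio at 671 and 618 nm; 0% = plate median of compound wells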
TCR CD3 inh: inhibitors of human TCR-CD3 interaction, primary screen, biochemical, fluorescence, TAMRA-labeled TCR probe. T-cell receptor (TCR). inhibition, % at 9.4 µM. 0.37% of 360,000 active; in the data active = inhibition above about 19%;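 also: recombinant mutant TCR 2C K166C tagged with TAMRA read by polarization; 0% = receptor in buffer alone and 100% = receptor with positive control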
TDP2 absorb: human TDP2 enzyme inhibitors, primary screen, biochemical, epi absorbance, recombinant enzyme; 0.34% of 370,000 active; inhibition, % at 12.8 µM; AID 720702, 2013; Tyrosyl-DNA phosphodiesterase 2 (Homo sapiens), O95551; T5PNP hydrolysis, p-nitrophenol absorbance 415 nm;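 active = inhibition above the mean of all tested compounds plus 3 SD, set per campaign, cut at about 25% in these data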;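 also: 0% = DMSO with enzyme and 100% = buffer with substrate but no TDP2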
Target sequence (O95551 whole entry, looked up): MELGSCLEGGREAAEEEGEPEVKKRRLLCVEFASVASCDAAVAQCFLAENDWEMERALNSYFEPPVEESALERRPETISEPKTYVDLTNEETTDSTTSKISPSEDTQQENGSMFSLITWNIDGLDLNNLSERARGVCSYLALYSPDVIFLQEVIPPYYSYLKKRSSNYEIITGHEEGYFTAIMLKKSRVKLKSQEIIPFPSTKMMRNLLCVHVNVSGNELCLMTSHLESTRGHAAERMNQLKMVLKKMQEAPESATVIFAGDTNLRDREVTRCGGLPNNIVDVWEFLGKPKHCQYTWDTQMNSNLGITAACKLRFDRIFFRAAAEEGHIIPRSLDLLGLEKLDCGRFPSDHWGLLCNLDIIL
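System: recombinant human TDP2 / Amount: 120 nM TDP2 per well / Also added: 5 mM T5PNP chromogenic substrate / Doses: 12.8 µM single point, 1% DMSO / Incubation: 2 h at 37 °C / Detection: p-Nitrophenol epi absorbance / Evaluation: % inhibition relative to enzyme-containing and enzyme-free wells / Repeats: singlicate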
SIAE inh: human SIAE inhibitors, primary screen, biochemical, fluorescence polarization, FP-Rh probe, 1536-well HTS. SIAE FP-Rh probe binding. inhibition, % at 9.66 µM. 0.69% of 370,000 active. AID 1053197, 2014;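 active = inhibition above a cutoff: mean of compounds within the control limits plus 3 SD of those, cut at about 17% in these data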;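 also: 0% = plate median of compound wells and 100% = probe without SIAE protein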
NPR2 activator: human GC-B receptor activators, primary screen, HEK293 GC-B cells, cGMP TR-FRET, EC30 CNP; 0% at EC30 CNP, 100% saturating CNP; activation, % at 10 µM; 0.11% of 370,000 active; AID 1920062, 2024;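 active = activation at 10 µM reaching about 35% in either raw or pattern-adjusted values, limit read from the data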
ABHD4 inh: ABHD4 inhibitors, primary screen, biochemical, fluorescence polarization, mouse; purified mABHD4, FP-Rh probe fluorescence polarization; AID 720543, 2013; inhibition, % at 8.92 µM; (Lyso)-N-acylphosphatidylethanolamine lipase (Mus musculus), Q8VD66; 0.54% of 370,000 active;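 active = inhibition exceeding the mean over every tested compound plus 3 SD, cut at about 30% in these data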;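 also: 0% = plate median of compound wells and 100% = S159A mutant with DMSO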
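assay system = mABHD4 protein | compound dosing = single nominal dose of 8.92 µM, 0.89% DMSO final | read-out basis = percent inhibition of probe binding, normalized to plate controls | schedule = Enzyme–compound pre-incubation 45 min, then probe 60 min, both 25 °C | detection = fluorescence polarization, excitation 525 nm, emission 598 nm, BODIPY TMR filters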
* = called active by the depositor; nt = no result given.

[1] CN(C)S(=O)(=O)c1cccc(NC(=O)CCc2nc3cc(S(=O)(=O)N4CCOCC4)ccc3n2C)c1
[2] COc1ccc(C2(c3ccc(OC)cc3)NC(=O)N(CC(=O)NC(C)C)C2=O)cc1
[3] CC(=O)Nc1ccc(NC(=O)c2ccc(NC(=O)c3ccccc3)cc2)cc1
[4] CC(C)C(=O)Nc1nnc(S(=O)(=O)N(C)c2ccc(Cl)cc2)s1
[5] COc1ccc(-c2nc3ccc(Br)cn3c2Cc2cccc(Cl)c2)cc1OC
[6] Cc1ccc2[nH]c3c(=O)n(N)c(C)nc3c2c1
[7] Cc1cc(NC(=O)CCC(=O)N(c2ccccc2)C(C(=O)NC2CCCC2)c2cccs2)no1 (stereo unspecified)
[8] CCN(CC)CCNC(=O)c1ccc(Sc2ccc(Cl)cc2)c(NC(C)=O)c1
compound no.	1	2	3	4	5	6	7	8
rCAG binder	15	-6	-6	10	22	6	-5	-8
HTRA1 inh	-2	3	1	3	nt	nt	-7	-2
PRMT1 FP inh	-2	0	-3	0	3	-4	1	-1
MBD2 DNA inh	-5	-2	2	-1	5	0	2	4
LEDGF integ inh	-1	4	1	-5	-1	4	-2	-3
TCR CD3 inh	-3	-2	4	6	-3	0	-1	1
TDP2 absorb	-12	-7	12	0	6	-17	-1	7
SIAE inh	5	2	8	-4	-2	-1	0	3
NPR2 activator	10	-13	-3	-5	12	-2	-4	2
ABHD4 inh	-3	-4	-3	-4	-6	4	-3	4

The last 2 records of the section before are carried over, then new ones follow:
[7] Cc1cc(NC(=O)CCC(=O)N(c2ccccc2)C(C(=O)NC2CCCC2)c2cccs2)no1 (stereo unspecified)
[8] CCN(CC)CCNC(=O)c1ccc(Sc2ccc(Cl)cc2)c(NC(C)=O)c1
[9] COCCN(C(=O)COC(=O)c1cc2c(s1)CCCC2)c1c(N)n(Cc2ccccc2)c(=O)[nH]c1=O
[10] COc1ccc(S(=O)(=O)Oc2cccc(C(=S)N3CCOCC3)c2)cc1
[11] Cc1ccc(NC(=O)c2ccc(F)cc2F)cc1NS(C)(=O)=O
[12] CC(C)Cc1nc(Cl)c(C#N)c2c1CCC2
[13] C=CCNC(=O)c1cc2sccc2n1C
[14] COC(=O)c1ccccc1NC(=O)CCn1c(=O)oc2ccccc21
[15] CCNC(=S)NNC(=O)CC(C)C
[16] COc1ccc(NC(=O)CCCSc2ccccc2)cc1S(N)(=O)=O
compound no.	7	8	9	10	11	12	13	14	15	16
rCAG binder	-5	-8	6	-4	-1	-1	1	0	-5	2
HTRA1 inh	-7	-2	-12	7	nt	5	1	-5	-2	2
PRMT1 FP inh	1	-1	1	4	-3	2	-2	-3	-1	-2
MBD2 DNA inh	2	4	2	4	-5	-6	-4	4	0	-2
LEDGF integ inh	-2	-3	0	1	5	-3	2	-3	3	3
TCR CD3 inh	-1	1	-5	0	-9	7	3	9	-7	2
TDP2 absorb	-1	7	7	-3	-16	0	-2	-4	1	10
SIAE inh	0	3	1	-4	0	-1	5	-3	0	3
NPR2 activator	-4	2	4	-5	5	2	-1	-1	1	5
ABHD4 inh	-3	4	-1	9	-10	2	-1	3	-2	-3

[17] CSCC[C@H](NC(=O)[C@@H]1CSC2c3ccccc3C(=O)N21)C(=O)NCc1ccco1 (stereo partly specified)
[18] O=C(NCc1ccco1)/C(=C/c1ccco1)NC(=O)c1ccccc1
[19] CCN(c1ccccc1)S(=O)(=O)c1ccc(N2CCN(c3ccccc3O)CC2)nc1
[20] O=C(OCc1nnc(-c2ccccc2)o1)c1cccnc1Cl
[21] CC(Oc1ccccc1)C(=O)N=C1SC2CS(=O)(=O)CC2N1c1cccc(F)c1 (stereo unspecified)
[22] NC(=O)C1CCN(C(=O)CN2CCCc3ccccc32)CC1
[23] Cc1cccc2sc(N(CCN(C)C)C(=O)/C=C/c3cccs3)nc12
[24] Cc1nnc(SCC(=O)Nc2nccs2)[nH]c1=O
[25] Cc1ccc(-c2noc(-c3ccccc3C(=O)NCC3CCCO3)n2)cc1 (stereo unspecified)
compound no.	17	18	19	20	21	22	23	24	25
rCAG binder	5	10	10	0	5	-4	-3	3	-3
HTRA1 inh	9	-3	-10	5	6	11	-14	-1	0
PRMT1 FP inh	5	7	5	-1	8	4	-1	-3	-1
MBD2 DNA inh	-9	-1	2	-3	10	2	2	-1	0
LEDGF integ inh	6	5	-4	-3	-3	-3	-1	1	5
TCR CD3 inh	10	6	9	9	-3	6	5	1	6
TDP2 absorb	-18	4	-2	-4	-2	9	1	2	-5
SIAE inh	-9	9	8	-4	-6	5	1	2	-6
NPR2 activator	1	0	1	5	5	4	-12	3	2
ABHD4 inh	-7	7	13	-4	-18	2	3	-2	4

Record cards (already shown). Order of screens: rCAG binder	HTRA1 inh	PRMT1 FP inh	MBD2 DNA inh	LEDGF integ inh	TCR CD3 inh	TDP2 absorb	SIAE inh	NPR2 activator	ABHD4 inh
Profile of Cc1ccc(NC(=O)c2ccc(F)cc2F)cc1NS(C)(=O)=O : -1	nt	-3	-5	5	-9	-16	0	5	-10
Profile of CC(=O)Nc1ccc(NC(=O)c2ccc(NC(=O)c3ccccc3)cc2)cc1 : -6	1	-3	2	1	4	12	8	-3	-3
Profile of COc1ccc(NC(=O)CCCSc2ccccc2)cc1S(N)(=O)=O : 2	2	-2	-2	3	2	10	3	5	-3

Given with tabs: entries from further up.
nr	structure	rCAG binder	HTRA1 inh	PRMT1 FP inh	MBD2 DNA inh	LEDGF integ inh	TCR CD3 inh	TDP2 absorb	SIAE inh	NPR2 activator	ABHD4 inh
9	COCCN(C(=O)COC(=O)c1cc2c(s1)CCCC2)c1c(N)n(Cc2ccccc2)c(=O)[nH]c1=O	6	-12	1	2	0	-5	7	1	4	-1
4	CC(C)C(=O)Nc1nnc(S(=O)(=O)N(C)c2ccc(Cl)cc2)s1	10	3	0	-1	-5	6	0	-4	-5	-4
6	Cc1ccc2[nH]c3c(=O)n(N)c(C)nc3c2c1	6	nt	-4	0	4	0	-17	-1	-2	4
19	CCN(c1ccccc1)S(=O)(=O)c1ccc(N2CCN(c3ccccc3O)CC2)nc1	10	-10	5	2	-4	9	-2	8	1	13
7	Cc1cc(NC(=O)CCC(=O)N(c2ccccc2)C(C(=O)NC2CCCC2)c2cccs2)no1 (stereo unspecified)	-5	-7	1	2	-2	-1	-1	0	-4	-3

This is a subset; rates above refer to the full screens.
